Tn6 DDE FP = DD(E)-Tn6 binding inhibition, primary FP screen; actives 0.21% (n = 370,000); inhibition, % at 8.3 µM; P02675; Fibrin DD(E) TRITC-Tn6 fluorescence polarization displacement;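 active = inhibition above a per-campaign cutoff: mean of compounds within control limits plus 3 SD, cut at about 15% in these data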;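 also: 0% = median of all compound wells on the plate and 100% = blocking peptide control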
TDP2 inh = blocks human TDP2 phosphodiesterase activity; O95551; recombinant TDP2, T5PNP hydrolysis, p-nitrophenol absorbance 415 nm; inhibition, % at 12.8 µM; actives 0.34% (n = 370,000); AID 720702;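 active = inhibition above the mean of all tested compounds plus 3 SD, set per campaign, cut at about 25% in these data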;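 also: 0% = DMSO with enzyme and 100% = buffer with substrate but no TDP2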
Target sequence (O95551 whole entry, looked up): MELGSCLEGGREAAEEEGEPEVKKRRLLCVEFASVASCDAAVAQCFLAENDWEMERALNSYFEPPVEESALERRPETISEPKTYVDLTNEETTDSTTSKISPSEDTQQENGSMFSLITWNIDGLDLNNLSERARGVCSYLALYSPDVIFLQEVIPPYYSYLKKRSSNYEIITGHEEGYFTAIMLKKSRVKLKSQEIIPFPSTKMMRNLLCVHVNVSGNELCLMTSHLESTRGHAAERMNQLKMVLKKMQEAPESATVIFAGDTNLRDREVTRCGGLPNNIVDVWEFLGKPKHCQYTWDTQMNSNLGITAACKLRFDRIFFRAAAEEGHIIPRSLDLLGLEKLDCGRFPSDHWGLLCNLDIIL
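Evaluation: % inhibition relative to enzyme-containing and enzyme-free wells. Material: recombinant human TDP2. Benchmarks: enzyme-free and DMSO wells. Timing: enzyme reaction with compound for 2 h at 37 °C. Compound dosing: 12.8 µM only. Measured by: p-Nitrophenol epi absorbance. Reagent: T5PNP substrate at 5 mM, a TopII-DNA adduct mimic. Replication: single well per compound.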
ARFGAP1 inh = rat ARFGAP1 inhibition; Q62848; Arfgap1-stimulated ARF1 GTP hydrolysis, GDP FP detection; inhibition, % at 16.5 µM; actives 0.26% (n = 360,000); AID 651572;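 active = inhibition above a per-plate limit, mean inhibition of low control wells plus 3 SD, cut at about 25% in these data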;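 also: 0% = DMSO wells with enzyme and 100% = wells lacking Arfgap1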
Target sequence (Q62848 1-136 limits assumed): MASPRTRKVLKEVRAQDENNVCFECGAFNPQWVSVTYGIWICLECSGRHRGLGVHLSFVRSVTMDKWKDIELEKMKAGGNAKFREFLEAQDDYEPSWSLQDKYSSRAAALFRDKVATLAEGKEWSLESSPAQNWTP
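System: truncated rat Arfgap1 GAP domain / Benchmarks: high control wells lacking Arfgap1, low control full reaction with DMSO / Times: compound-enzyme preincubation 20 min, reaction 120 min, detection 60 min, 25 °C / Repeats: one replicate per compound / Also added: human ARF1(Δ1-17)-GTP substrate / Measured by: Tracer-displacement fluorescence polarization with EDTA stop, 620/688 nm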
ADAM10 inh = ADAM10 inhibition, QFRET primary screen; inhibition, % at 7 µM; recombinant ADAM10, EDANS/DABCYL FRET peptide cleavage, 3 h; actives 0.62% (n = 370,000); AID 720582; O14672;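 active = inhibition above a per-campaign cutoff equal to the mean of compounds falling between control-based bounds plus 3 SD, cut at about 20% in these data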;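 also: 0% = DMSO wells while the 100% control is not disclosed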
Target sequence (O14672 214-748 limits assumed): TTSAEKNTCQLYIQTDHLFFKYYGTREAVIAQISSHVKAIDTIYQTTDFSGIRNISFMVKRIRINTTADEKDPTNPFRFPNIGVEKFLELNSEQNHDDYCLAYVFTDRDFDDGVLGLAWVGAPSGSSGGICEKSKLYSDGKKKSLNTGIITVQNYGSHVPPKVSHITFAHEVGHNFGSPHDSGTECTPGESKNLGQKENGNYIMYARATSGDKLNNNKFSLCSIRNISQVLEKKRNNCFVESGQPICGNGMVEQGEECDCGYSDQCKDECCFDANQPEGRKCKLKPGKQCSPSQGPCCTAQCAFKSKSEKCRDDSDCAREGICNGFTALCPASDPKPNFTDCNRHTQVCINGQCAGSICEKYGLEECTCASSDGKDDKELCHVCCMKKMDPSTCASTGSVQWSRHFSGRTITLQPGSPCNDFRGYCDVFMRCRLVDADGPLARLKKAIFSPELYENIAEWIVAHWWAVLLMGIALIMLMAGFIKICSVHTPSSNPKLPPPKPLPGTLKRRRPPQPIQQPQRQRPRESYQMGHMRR
PLCg1 inh = PLC-gamma1 (human) inhibition, primary screen. P19174. purified PLC-gamma1, fluorogenic substrate, fluorescence. inhibition, % at 12.2 µM. actives 0.84% (n = 370,000). AID 720700; in the data active = inhibition above about 9.5%
KLK7 zymogen act = proKLK7 (human) activation, primary screen; P49862; actives 0.9% (n = 370,000); purified proKLK7, EDANS-DABCYL substrate fluorescence; 100% is mature enzyme control, 0% vehicle; activation, % at 7 µM;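 active = activation above the mean of all tested compounds plus 3 SD, computed per campaign excluding outliers beyond control limits, cut at about 13% in these data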
LEDGF integ inh = blocks HIV-1 LEDGF/p75-dependent DNA integration. TR-FRET IN-LEDGF/p75 DNA integration, Eu/Cy5. inhibition, % at 3.7 µM. actives 0.64% (n = 370,000). AID 743269;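 active = inhibition above the screen-wide mean plus 3 SD, cut at about 13% in these data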;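 also: signal is the Cy5 over europium emission ratio at 671 and 618 nm; 0% = plate median of compound wells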
Tn7 DDE FP = inhibitors of Tn7 peptide binding to human fibrin DD(E) | inhibition, % at 8.3 µM | actives 0.13% (n = 370,000) | FP displacement of FITC-Tn7 peptide from fibrin DD(E); 0% = median of compound wells per plate;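 active = inhibition above the mean of compounds falling within the control limits plus 3 SD of them, cut at about 14% in these data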;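 also: 0% = plate median of compound wells and 100% = 10 µM Aha-Tn7 peptide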
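Also added: labelled Tn7 tracer, 0.1 µM; Assay system: human fibrin DD(E) protein; Amount: 2 µM fibrin DD(E); Schedule: 10 min compound pre-incubation, 3 h probe incubation at room temperature; Repeats: one replicate per compound; Read-out basis: percent inhibition; Measured by: fluorescence polarization of the labelled Tn7 tracer.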
ADAM17 inh = inhibits human ADAM17; actives 0.83% (n = 370,000); AID 720648; recombinant ADAM17, EDANS/DABCYL FRET peptide cleavage; P78536; inhibition, % at 6.95 µM;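 active = inhibition above the mean of compounds lying between control limits plus 3 SD, set per campaign, cut at about 8.5% in these data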;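 also: 0% = DMSO-only wells as the low control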
ASAP1 GAP inh = ASAP1 ArfGAP inhibition; Q9ULH1; actives 0.19% (n = 360,000); ASAP1-stimulated ARF1 GTP hydrolysis, GDP FP detection; inhibition, % at 16.5 µM; AID 624377; in the data active = inhibition above about 25%;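 also: 0% = vehicle with enzyme and substrate and 100% = no enzyme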
* hit, by the source's call.

SMILES	Tn6 DDE FP	TDP2 inh	ARFGAP1 inh	ADAM10 inh	PLCg1 inh	KLK7 zymogen act	LEDGF integ inh	Tn7 DDE FP	ADAM17 inh	ASAP1 GAP inh
C[C@H](CO)N1C[C@H](C)[C@@H](CN(C)Cc2ccncc2)Oc2c(NC(=O)c3ccncc3)cccc2C1=O	7	-5	-11	1	1	-0.1	2	8	-6	-2
O=C(CSc1nnc2n1CCCCC2)Nc1ccc(N2CCOCC2)cc1	2	-4	-1	2	-1	0.3	0	4	-2	-10
O=C(c1ccc(C(=O)N2CCCc3ccccc32)s1)N1CCCc2ccccc21	2	7	-3	3	4	-0.2	-1	10	1	8
O=C(CSc1nc2ccccc2c(=O)[nH]1)Nc1cccc([N+](=O)[O-])c1	0	-1	14	-2	-2	0.2	-3	1	0	-6
CC(C)(C)C(=O)COC(=O)c1c2c(nc3ccccc13)CCC2	3	-1	-8	-37	-6	-0.4	2	-3	-10	0
NC(=O)c1ccc(NC(=O)COC(=O)C2CCN(S(=O)(=O)c3cccs3)CC2)cc1	0	-21	4	-2	5	0.8	5	-2	1	-6
Cc1cc(C)c(-c2cc(NC(=O)COC(=O)c3ccc(CO)cc3)n(-c3ccccc3)n2)cc1C	0	5	5	13	3	-0.2	1	-5	5	6
N#Cc1ccc(CN2CCN(C(=O)c3cc(Cl)c4c(c3)OCCO4)CC2)cc1	3	3	4	-9	0	-0.8	-2	8	-1	-5
Nc1nc2c(ncn2[C@@H]2O[C@H](C(=O)NCCCN3CCCC3=O)[C@@H](O)[C@H]2O)c(=O)[nH]1	3	1	2	-9	2	0.0	-3	-5	-5	3
COC(=O)c1c(NC(=O)CN2CCN(C(=O)c3ccco3)CC2)c2c(C)cccc2n1C	0	9	-1	-9	-6	-1.0	-1	-2	-4	-9
Cc1ccc(Cn2c(=O)c3cccnc3n(CC(=O)Nc3cccc(C(F)(F)F)c3)c2=O)cc1	7	4	2	-67	-10	0.0	2	-2	-21	-5
COc1ccc(CCN2CC(C(=O)NCc3cnn(C(C)C)c3)CCC2=O)cc1 (configuration not stated)	-4	-14	-5	6	0	-0.3	0	-2	-2	2
O=C(Nc1ccncc1)C1CC(=O)N(c2ccc(F)cc2)C1 (configuration not stated)	4	6	0	-5	1	-0.2	1	1	-2	-2
CCCCc1nc(Cl)c(C#N)c2c1CCCC2	2	2	-1	-4	0	0.1	-3	1	-3	5
COc1ccc(CN(CCC#N)CCC2(c3ccccc3)CC(C)N(C)CC2C)cc1OC (configuration not stated)	1	-10	-3	4	7	0.0	3	-6	1	9
CCOc1ccc(CN(C)c2nc(-c3cccnc3)nc3ccccc23)cc1OC	-7	-7	2	13	-18	-1.2	-2	7	-1	8
CCOC(=O)N1C(=O)c2cc(OC)ccc2S1(=O)=O	-5	10	-1	-1	2	-0.5	0	-4	-6	-12
Cn1cc(C(=O)N/N=C/C2=C(N3CCOCC3)C(=C\c3ccccc3)/CC2)ccc1=O	0	-4	-11	-17	-65	-0.7	0	0	-8	-12
CCCc1ccc(OCC(O)CN2CCc3ccccc3C2)cc1 (configuration not stated)	-18	6	8	9	6	-0.2	-2	1	3	2
Cc1cccc(S(=O)(=O)N2CCN(Cc3ccc4c(c3)OCO4)CC2)c1	5	6	1	8	2	-0.3	-2	-1	2	2
CCCS(=O)(=O)c1nc(S(=O)(=O)c2ccc(C)cc2)c(N2CCc3ccccc3C2)s1	-2	0	6	1	1	0.5	5	-3	0	-8
S=c1[nH]cc(-c2ccc(Cl)cc2)n1-c1ccccc1	2	2	5	22*	2	-0.1	0	-2	3	-16
CC(C)OC(=O)Nc1ccc2c(c1)N(C(=O)N1CCN(C)CC1)c1ccccc1CC2	4	7	-6	-5	0	-0.7	2	-5	-6	-1
Cc1cc(C2C(=O)C(C(=O)c3ccc(Cl)cc3)C(=O)CC2(C)C)on1 (configuration not stated)	0	-4	2	15	1	0.3	3	8	-1	2
COc1cc(/C=C(\NC(=O)c2ccccc2)C(=O)NCCO)c([N+](=O)[O-])cc1OC	4	-9	2	-2	-6	-0.8	4	-6	2	0
Cc1occc1-c1nnc(SCC(=O)Nc2ccccc2)n1CCc1ccccc1	-3	5	17	5	3	-0.1	1	1	0	-8
COc1ccc(C(=O)Nc2ccc(N3CCN(C(C)=O)CC3)cc2)cc1[N+](=O)[O-]	0	-6	-12	-8	-2	-1.2	-6	-8	-4	-9
NC(=O)c1ccccc1NC(=O)/C=C/c1cccc(Cl)c1	-4	13	5	1	-4	0.6	1	2	-4	11
Cc1ccc(NC(=O)Cn2cc(S(=O)(=O)c3ccc(F)cc3)c(=O)c3cc(F)ccc32)cc1	-16	-1	-2	-11	-2	-0.7	0	4	-3	13
O=C(CN1C(=O)/C(=C/c2cccc(Cl)c2)SC1=S)NC1C=CS(=O)(=O)C1 (configuration not stated)	0	2	7	11	-11	-0.1	-2	4	-5	-9
Cc1ccccc1C(=O)NCCCNC(=O)c1ccccn1	-6	5	-8	-1	1	-0.1	-1	3	-1	6
O=C(COc1ccc2c3c(c(=O)oc2c1)CCCC3)N1CCN(c2ccccc2)CC1	-2	-15	-10	-241	-46	0.2	0	-5	-77	-1
CCOc1ccc(CCN2C(=O)c3cccnc3C2=O)cc1OCC	0	5	17	0	2	0.3	-1	0	-5	8
Cc1ccc(C(=O)N2CCCC(N3CCN(c4ccccc4C)CC3)C2)c(=O)[nH]1 (configuration not stated)	0	-11	-3	-4	4	-0.4	-2	3	2	6
CC1CCCC(C)N1S(=O)(=O)c1ccc(NC(=O)CCN2C(=O)C3CC=CCC3C2=O)cc1 (configuration not stated)	-1	4	10	-1	-3	0.8	0	1	-5	10
Cc1ccc(NC(=S)N2CCN(S(=O)(=O)c3ccc(F)cc3)CC2)cc1	9	5	10	-12	-3	-0.2	-3	2	2	-6
CC(C)(C)c1ccc(NC(=O)Nc2ccc3ccccc3n2)cc1	-9	-10	2	3	0	-0.7	8	-1	4	-3
CC(=O)NC(N1CCCCC1)C(F)(F)C(F)(F)C(F)(F)C(F)F (configuration not stated)	-11	7	-3	0	-1	-0.3	0	3	-5	-8
OC(COc1ccc2ccccc2c1)CN1CCCC1 (configuration not stated)	-3	7	4	-8	0	-0.7	1	-2	-2	1
C[n+]1ccc(/C=C/c2c[nH]c3ccc(F)cc23)cc1	6	-25	-4	-13	-267	15*	1	-41	1	15
Cc1cc(NC(=O)Cn2cnc3c(cnn3C(C)(C)C)c2=O)no1	1	-6	1	-4	2	-0.2	1	-10	0	-1
Fc1ccccc1/C=N/n1c(C2CCCCC2)n[nH]c1=S	2	4	11	-1	0	-0.1	1	-3	-2	-13
COc1ccccc1-c1nc2ccccc2nc1-c1ccccc1OC	-5	-2	8	0	-23	0.7	0	1	0	-4
CC(=O)c1c(C)[nH]c(C(=O)COC(=O)CN(C)S(=O)(=O)c2ccc(Cl)cc2)c1C	-2	-5	9	11	3	0.2	1	-7	2	14
CCCc1nc(SCC(=O)NNC(=O)C2CCCCC2)c2ccccc2n1	2	8	1	2	1	0.7	0	-3	-4	11
CCCCN(C(=O)C1CSC2(C)CCC(=O)N12)c1c(N)n(CC(C)C)c(=O)[nH]c1=O (configuration not stated)	-4	6	1	-4	0	0.4	1	-11	-2	7
O=c1[nH][nH]c(-c2ccccc2)c1C=Nc1ccccc1	5	-6	1	-5	0	-0.1	-6	2	1	-5
O=C(CN1CCN(Cc2ccc(F)cc2)CC1)Nc1ccccc1F	-3	13	4	-1	1	0.0	-3	-1	3	2
CC(C)(C)OC(=O)NCc1ccc(CNC(=O)c2nc[nH]c2C(=O)N2CCN(C(=O)OC(C)(C)C)CC2)cc1	3	7	-3	0	0	-0.2	0	-5	0	-7
CN1CCC(N(C)S(=O)(=O)c2ccc(NC(=O)COc3ccc(F)cc3Cl)cc2)CC1	3	3	9	-7	2	0.3	0	3	-2	2

Among those listed so far, two have a thiophene ring, fused or not:
SMILES	Tn6 DDE FP	TDP2 inh	ARFGAP1 inh	ADAM10 inh	PLCg1 inh	KLK7 zymogen act	LEDGF integ inh	Tn7 DDE FP	ADAM17 inh	ASAP1 GAP inh
O=C(c1ccc(C(=O)N2CCCc3ccccc32)s1)N1CCCc2ccccc21	2	7	-3	3	4	-0.2	-1	10	1	8
NC(=O)c1ccc(NC(=O)COC(=O)C2CCN(S(=O)(=O)c3cccs3)CC2)cc1	0	-21	4	-2	5	0.8	5	-2	1	-6

(list continues)
SMILES	Tn6 DDE FP	TDP2 inh	ARFGAP1 inh	ADAM10 inh	PLCg1 inh	KLK7 zymogen act	LEDGF integ inh	Tn7 DDE FP	ADAM17 inh	ASAP1 GAP inh
C=CCNC(=O)c1ccccc1NC(=O)Nc1ccccc1	2	-4	-3	-8	-3	-0.1	1	-1	-3	-5
CN(Cc1ccon1)Cc1cn(C)nc1-c1ccc2c(c1)OCCO2	7	1	-8	-2	1	-0.2	1	-1	1	5
CC(C)(C)NC(=O)c1ccc2c(c1)C(=O)N(Cc1ccco1)C2=O	0	11	1	2	1	0.2	-4	5	-2	0
CCOc1ccc(OCCN2CCCCC2)cc1	14	5	0	7	4	-0.2	2	0	0	9
CC(C)(C)c1ccc(Cn2nnc3c(=O)[nH]c(C4CCN(C(=O)c5ccco5)CC4)nc32)cc1	-1	3	-6	8	-2	0.0	-3	3	-1	-8
COCCn1c(SCC(=O)NC2CCCC2)nc2ccccc2c1=O	-7	-14	10	-5	-15	-0.4	-6	-3	0	6
COC(=O)c1ccccc1COn1c(=O)c(C)[n+]([O-])c2ccccc21	1	1	-5	-19	-8	0.1	0	-2	-8	7
COc1ccc(NS(=O)(=O)c2ccc(S(=O)(=O)N3CCOCC3)cc2)cc1	4	7	11	4	1	0.1	0	4	-1	-7
COc1ccc(S(=O)(=O)NCc2ccccn2)cc1Cl	0	2	-14	0	3	0.1	-5	1	-1	5
O=C(O)c1ccc(CN2C[C@@H](CO)O[C@@H](n3cnc4c(Nc5ccccc5)ncnc43)C2)cc1	5	5	18	-7	-2	0.4	-4	-4	-4	8
O=C1C=C(c2ccc3c(c2)OCCO3)C[C@@H](c2ccc(F)cc2)C1	-2	-12	0	-35	-171	-1.6	2	-5	-3	3

Not a hit list; overall some 4.2% were active at least once.
